Compound activity: PubChem BioAssay, several laboratories
KCNQ2 inh – KCNQ2 channel blockers in CHO-K1 cells – cell-based, FluxOR thallium flux, B-score, primary screen (AID 2156). O88943. 20 min; stronger effect = lower value. B-score at 10 µM. 310,000 tested, 1.1% active;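 active means fluorescence ratio B-score at most minus 3 library SDs, with starting brightness B-score within 2 library SDs, cut at about -5.5 in these data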
OX1R FRET antag – blocks the human orexin 1 receptor; O43613; OX1R-expressing cells, FRET antagonist read-out; inhibition, % at 6.6 µM; 330,000 tested, 1.8% active; AID 485270; in the data active means inhibition mostly above about 38%, no sharp cut-off; inactive means mostly below about 40%;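 further: 0% = agonist challenge alone and 100% = reference antagonist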
Target sequence (O43613 whole entry, looked up): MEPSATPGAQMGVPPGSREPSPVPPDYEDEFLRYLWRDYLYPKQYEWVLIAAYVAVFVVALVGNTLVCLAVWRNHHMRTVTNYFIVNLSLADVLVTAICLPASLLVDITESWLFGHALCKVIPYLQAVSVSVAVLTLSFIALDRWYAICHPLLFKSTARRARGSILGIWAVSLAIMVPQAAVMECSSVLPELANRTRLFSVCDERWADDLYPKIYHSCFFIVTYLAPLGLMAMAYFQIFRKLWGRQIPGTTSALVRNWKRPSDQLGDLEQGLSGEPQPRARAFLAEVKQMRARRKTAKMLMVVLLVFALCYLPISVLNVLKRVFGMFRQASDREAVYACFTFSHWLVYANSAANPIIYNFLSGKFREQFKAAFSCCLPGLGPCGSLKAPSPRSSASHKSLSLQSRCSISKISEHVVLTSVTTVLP
STK33 kinase inh – blocks human STK33 kinase activity; 320,000 tested, 0.073% active; Q9BYT3; AID 2661; inhibition, % at 10 µM; purified STK33, MBP phosphorylation, ADP-Glo luminescence;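 active means inhibition at or above 25%, using the most active replicate where run in duplicate; inactive means inhibition below 25%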
Target sequence (Q9BYT3 whole entry, looked up): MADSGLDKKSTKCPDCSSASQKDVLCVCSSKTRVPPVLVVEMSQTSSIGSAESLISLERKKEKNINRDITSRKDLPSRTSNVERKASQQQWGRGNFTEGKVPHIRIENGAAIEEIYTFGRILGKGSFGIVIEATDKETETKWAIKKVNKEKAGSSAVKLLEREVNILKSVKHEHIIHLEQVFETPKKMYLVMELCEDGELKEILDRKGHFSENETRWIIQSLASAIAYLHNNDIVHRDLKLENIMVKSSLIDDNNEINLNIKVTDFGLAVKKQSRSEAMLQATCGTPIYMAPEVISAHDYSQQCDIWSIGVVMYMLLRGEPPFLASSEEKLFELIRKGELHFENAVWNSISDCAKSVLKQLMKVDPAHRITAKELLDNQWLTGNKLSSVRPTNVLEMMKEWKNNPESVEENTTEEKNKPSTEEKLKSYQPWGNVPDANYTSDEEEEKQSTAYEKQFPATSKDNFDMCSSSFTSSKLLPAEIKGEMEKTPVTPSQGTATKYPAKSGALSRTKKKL
Active calls of the source: *; i = inactive; . = no result given. Rows are unselected. About 2.7% of those tested had a hit in this group.

A first look:
#	KCNQ2 inh	OX1R FRET antag	STK33 kinase inh	canonical_smiles
1	i	10	0.1	COC(=O)/C(=N\Nc1ccc(Cl)cc1)Sc1nnc(-c2ccc(OC)cc2)n1C
2	i	5	1.1	O=C(CCc1nnc2n(Cc3ccccc3)c(=O)c3ccccc3n12)NCCN1CCOCC1
3	i	22	-3.3	O=C(Nn1cc(C(=O)N2CCN(c3ccccc3F)CC2)c2ccccc2c1=O)c1cnccn1
4	i	9	-0.9	S=C(Nc1ccc(Cl)cc1)N1CCCC1
5	.	11	-0.4	COc1ccc(-c2cc3cc(-c4cc(OC)c(OC)c(OC)c4)ccc3o2)cc1

The whole of this part (from the top)
#	KCNQ2 inh	OX1R FRET antag	STK33 kinase inh	canonical_smiles
1	i	10	0.1	COC(=O)/C(=N\Nc1ccc(Cl)cc1)Sc1nnc(-c2ccc(OC)cc2)n1C
2	i	5	1.1	O=C(CCc1nnc2n(Cc3ccccc3)c(=O)c3ccccc3n12)NCCN1CCOCC1
3	i	22	-3.3	O=C(Nn1cc(C(=O)N2CCN(c3ccccc3F)CC2)c2ccccc2c1=O)c1cnccn1
4	i	9	-0.9	S=C(Nc1ccc(Cl)cc1)N1CCCC1
5	.	11	-0.4	COc1ccc(-c2cc3cc(-c4cc(OC)c(OC)c(OC)c4)ccc3o2)cc1
6	i	-2	-0.7	CCCNC(=S)N1CCC(NC(=O)Nc2ccc(C)cc2)CC1
7	i	11	0.7	NC(=O)CSc1nc(-c2ccccc2)c(-c2ccccc2)o1
8	i	34	0.2	COc1ccc(NC(=O)CCNS(=O)(=O)c2ccc(C)c(C)c2)cc1OC
9	i	8	-1.3	CC(=O)N1CCc2cc(C(=O)CN3CCCCC3)ccc21
10	i	10	0.5	Cc1cc(NC(=O)c2cc(-c3ccccn3)nc3ccc(Br)cc23)no1
11	i	0	-2.6	COc1ccc2cc(-c3nc4ccccc4n3C)c(=O)oc2c1
12	i	43	-0.5	COc1ccc(N(Cc2ccccc2)S(=O)(=O)c2ccc(C)cc2)cc1
13	i	9	0.8	COc1ccc(/C=N/NC(=O)CC(=O)NC2CCCCC2)cc1
14	i	16	-0.7	COc1ccc(NS(=O)(=O)c2ccc(S(=O)(=O)N3CCOCC3)cc2)cc1
15	i	7	0.7	Cc1cccc(-c2nc(N)nc(N)n2)c1
16	i	-8	0.6	O=C(COC(=O)C1(c2ccccc2F)CCCC1)NC1CCS(=O)(=O)C1 (stereo not given)
17	i	24	-2.0	O=C(c1ccccc1)c1cccn1CC(=O)N1CCc2ccccc2C1
18	i	12	-0.9	CN(C)C=NC1=NN(c2cccc(C(F)(F)F)c2)CC1
19	i	21	3.9	Cc1nnc(SCc2c(Cl)cccc2[N+](=O)[O-])s1
20	i	21	0.9	CCCOC(=O)c1ccc(Oc2cn[nH]c2-c2ccc(OC)cc2O)cc1
21	i	20	-1.8	CCCCCSc1nnc2c(n1)OC(C)N(C(C)=O)c1ccccc1-2 (stereo not given)
22	i	18	-0.3	Cc1cc(C)nc(CCNC(=O)c2cc(COc3ccccc3)on2)n1
23	i	12	-0.7	O=C(NCc1ccccn1)Nc1ccc(Br)cc1Cl
24	i	20	-1.0	CCOC(=O)NC(Nc1ccc(OC)cc1)(C(F)(F)F)C(F)(F)F
25	i	5	0.6	COC(=O)c1cccc(C23CC4(C2)[C@H](CN(Cc2ccc(-c5ccccc5)cc2)[C@@H]4c2ccccc2)C3c2ccccc2)c1 (stereo not given in full)

Entries of single compounds, looked up by structure. Order of screens: KCNQ2 inh	OX1R FRET antag	STK33 kinase inh
Cc1nnc(SCc2c(Cl)cccc2[N+](=O)[O-])s1 reads i	21	3.9
COc1ccc(NC(=O)CCNS(=O)(=O)c2ccc(C)c(C)c2)cc1OC reads i	34	0.2
O=C(c1ccccc1)c1cccn1CC(=O)N1CCc2ccccc2C1 reads i	24	-2.0

(list continues)
#	KCNQ2 inh	OX1R FRET antag	STK33 kinase inh	canonical_smiles
26	i	11	-1.1	COc1ccc(/C=N/NC(=O)COc2cc(C)cc(C)c2)cc1COC(C)=O
27	i	-1	0.9	CC(C)=C(NC(=O)c1ccccc1)C(=O)NCc1ccccc1
28	i	11	0.0	CN(C)CCCN(Cc1cc2cc3c(cc2[nH]c1=O)OCO3)C(=S)Nc1cccc(Cl)c1
29	i	18	-0.4	CC(Oc1ccc(Cl)cc1Cl)C(=O)NCCCN1CCOCC1 (stereo not given)
30	i	13	-0.4	O=C(C(c1ccccc1)c1ccccc1)N1CCC(c2nc(-c3ccccc3Cl)no2)CC1
31	i	5	-3.2	Cc1ccc(C)c(CN2CCC(CNC(=O)CCc3nnc4ccc(N5CCC(C)CC5)nn34)CC2)c1
32	i	18	-0.2	O=C(COc1ccccc1)Nc1nc2cc3c(cc2s1)OCO3
33	i	52	-0.7	CC(=O)c1ccc(N2CCN(C(=S)Nc3ccc(Oc4ccccc4)cc3)CC2)cc1
34	i	9	-2.2	COc1ccc(NC(=O)C2CCCN(c3nn4c(=O)cc(C)nc4s3)C2)c(OC)c1 (stereo not given)
35	i	20	-1.4	COc1ccc(C)cc1S(=O)(=O)Nc1cccc(C)c1
36	i	9	-1.0	CCn1c(CNC(=O)C23CC4CC(CC(C4)C2)C3)nnc1SCC(=O)Nc1nnc(C)s1
37	i	16	0.0	COc1ccc(Cn2c(=O)[nH]c3cc(C(=O)N4CCN(c5ccc(OC)cc5)CC4)ccc3c2=O)cc1
38	i	3	0.4	COc1nc(Cc2ccc(Cl)cc2)nc2ccccc12
39	i	9	-1.3	O=C(Nc1cc(C(F)(F)F)ccc1N1CCCC1)c1cccnc1
40	.	5	0.2	COCCn1c(SCC(=O)NC(=O)NCc2ccccc2)nc2ccccc2c1=O
41	i	32	1.0	CC(C)CCNC(=O)C(c1ccco1)N(C(=O)Cn1nnc2ccccc21)c1ccc2c(c1)OCO2 (stereo not given)
42	i	13	-1.1	Cc1nc(C)n(CC(O)COc2ccc3ccccc3c2)n1 (stereo not given)
43	i	-6	-1.0	CCn1cnc2c1c(=O)n(CC(=O)Nc1ccc3c(c1)OC(F)(F)O3)c(=O)n2Cc1ccccc1
44	i	3	-2.4	COc1ccc(/C=C(\C#N)C(=O)Nc2ccc3[nH]c(=O)[nH]c3c2)cc1
45	i	14	-1.6	C/C(=N\NC(=O)c1cccc2ccccc12)c1cccs1
46	i	23	-0.4	Cc1cc(C)n(CCC(=O)N=Nc2c(O)[nH]c3ccc(Br)cc23)n1
47	.	17	-1.0	CCCn1c(N)c(C(=O)CSc2nnc(Cc3cccs3)n2C2CC2)c(=O)n(C)c1=O
48	i	32	-0.7	O=C(Cn1c2c(c(=O)n3ncnc13)CCC2)N/N=C/c1ccc(Cl)cc1
49	i	20	0.7	CCOc1ccc(-c2nnn(CC(=O)Nc3cccc(OC)c3)n2)cc1OCC
50	i	10	-2.0	CC(C)Oc1ccc(/C=N/NC(N)=S)cc1
51	i	16	0.4	Cc1ccc(CN2CCN(/N=C/c3cccnc3)CC2)c(C)c1
52	i	-1	2.5	Cc1ccc(NC(=O)CCC(=O)NNC(=S)Nc2ccccc2)c(C)c1
53	i	-2	-1.3	COc1ccc(Cl)cc1NC(=O)CN1CCC(NC(=O)C2CC2)CC1
54	i	56	-1.2	O=C(NCc1ccco1)C1CC(c2cccc([N+](=O)[O-])c2)=NO1 (stereo not given)
55	i	3	-0.2	CN(C)CCCNC(=S)N(CCCN(C)C)Cc1cc2cc3c(cc2[nH]c1=O)OCO3
56	i	6	-0.2	COc1ccc(C(C)=O)cc1COC(=O)c1c(C)nn(-c2ccccc2)c1C
57	i	9	-0.4	CC(C)Cc1nc(Cl)c(C#N)c2c1CCCC2
58	i	11	-0.5	O=C1c2ccccc2C(=O)N1Cc1nn2c(-c3ccc(Cl)cc3)nnc2s1
59	i	-9	-2.6	CCOc1ccc(NC(=O)c2ccc(N3CC4CC(C3)c3cccc(=O)n3C4)c(NC(=O)c3ccncc3)c2)cc1 (stereo not given)
60	i	20	0.2	CCCCN(C)/C=N/c1c(C#N)cnn1-c1ccc(C)cc1
61	i	7	0.0	CC1(C)CC2(CCO1)N1CC3(C)CN2CC(C)(C1)C3O (stereo not given)
62	i	6	-1.0	CC(C)c1ccc(NC2=NCC(=O)N2Cc2cccs2)cc1
63	i	9	-0.9	Cc1ccc(C)c(OCCC(=O)OCC(=O)N2CCN(S(=O)(=O)c3ccc(Cl)cc3)CC2)c1
64	i	5	1.7	CC(=O)Nc1ccc(NCN2C(=O)[C@@H]3[C@H]4CC[C@H](C4)[C@@H]3C2=O)cc1
65	i	3	-0.2	CNC(=O)c1nc(C)n(-c2ccc(Cl)cc2Cl)n1
66	i	-2	-1.4	O=C(Nc1ccccc1)NC1CCS(=O)(=O)C1 (stereo not given)
67	i	7	1.3	Cc1cc2c(c(=O)o1)C(C13C=CC(CC1)C3)C(C#N)=C(N)O2 (stereo not given)
68	i	14	.	COC(=O)c1cc2n(n1)CCCNC2=O
69	i	11	-2.2	CC(C)S(=O)(=O)c1csc(NC(=O)Nc2cccc([N+](=O)[O-])c2)c1Cl
70	i	16	-0.5	CCOC(=O)Cc1cc(=O)[nH]c(/N=C(\N)Nc2ccc(C)cc2C)n1
71	i	16	1.2	Cn1nc(C(F)(F)F)c2cc(C(=O)Nc3ccc(F)cc3)sc21
72	i	10	-1.8	CC(C)(C)C(=O)CSc1nnc(Nc2ccccc2)s1
73	i	16	-0.5	O=C(/C=C/c1ccccc1)Nc1cc(C(=O)O)cc(C(=O)O)c1
74	i	17	0.3	O=C1CC(c2cccc(Cl)c2)CC(O)=C1C=Nc1cccc(Cl)c1 (stereo not given)
75	i	19	-2.3	O=C(CSc1cccc[n+]1[O-])c1ccc(Cl)cc1

(more compounds)
#	KCNQ2 inh	OX1R FRET antag	STK33 kinase inh	canonical_smiles
76	i	16	0.0	Cc1nonc1NC(=O)CSc1nc2ccccc2[nH]1
77	i	5	-1.3	CC(C)(C)C1COc2ccccc2N1C(=O)c1cccc(Cl)c1 (stereo not given)
78	i	33	-1.0	COc1cc2nc(C3CCC3)nc(N3CCN(c4ccccc4OC)CC3)c2cc1OC
79	i	39	0.3	NC(=O)CC(NC(=O)c1ccccc1)c1ccc(NCCc2ccc(Cl)cc2)c([N+](=O)[O-])c1 (stereo not given)
80	i	9	-1.7	CCOC(=O)c1c(NC(=O)CN2C(=O)NC3(CCCC3)C2=O)sc(C)c1CC
81	i	7	-1.6	COC(=O)CNC(c1ccccc1)c1cc(Br)ccc1N (stereo not given)
82	i	8	-1.2	Cc1ccc(C(=O)NCCCNC(=O)COc2ccccc2Cl)cn1
83	i	-1	-0.5	CCCn1c(NC(=O)c2ccc(Br)cc2)nc2ccccc21
84	i	44	0.5	O=[N+]([O-])c1ccc2nc(SCc3cn4cccnc4n3)[nH]c2c1
85	i	16	-0.9	CS(=O)(=O)NC1c2cccc3cccc(c23)C1N1CCOCC1 (stereo not given)
86	i	4	-1.6	CCN(CC(=O)Nc1cc(Cl)ccc1C)C(=O)c1ccc2c(=O)n3c(nc2c1)CCC3
87	.	2	-0.3	CC(C)CC1NC(=O)N(CC(=O)Nc2cc(S(=O)(=O)N3CCOCC3)ccc2Cl)C1=O (stereo not given)
88	i	-19	-0.2	O=C(O)CCNS(=O)(=O)c1ccc2c(c1)CCCC2
89	i	5	-0.6	COc1ccc(-c2nnn(CC(=O)NCc3ccccc3)n2)cc1OC
90	i	16	-2.7	CSc1sc(C(=O)OC(C)C)c2c1C(=O)CC(C)(C)C2
91	-6.8*	13	0.0	CCn1c(C(=O)N2CCc3ccccc3C2)cc2oc3ccccc3c21
92	i	5	0.2	COc1ccc(CNC(=O)CN2C(=O)NC(C)(c3ccc(Cl)cc3)C2=O)cc1 (stereo not given)
93	i	6	-2.8	Cn1cnnc1SCC(=O)Nc1ccc(OC(F)F)cc1
94	i	34	-0.5	O=C(NCCCN1CCOCC1)C(=O)N/N=C/c1ccc2c(c1)OCO2
95	.	1	-1.6	CCc1noc(C)c1C(=O)N(CC)CC(=O)NCc1ccc(Cl)cc1
96	i	5	-0.6	COC(=O)C1=C(C)N(C)C(=S)NC1c1ccc(Cl)cc1 (stereo not given)
97	i	9	0.0	COc1ccc(C(C(=O)NCC2CCCO2)N(C(=O)Cn2nnc3ccccc32)c2ccc(NC(C)=O)cc2)cc1OC (stereo not given)
98	i	13	-1.2	CCOc1ccc(CCNC(=O)CCCn2nc(C)c3c(C)n(-c4ccccc4)nc3c2=O)cc1
99	i	7	-0.4	Cc1ccc(NC(=O)Cc2ccc3c(c2)OCCO3)cc1S(=O)(=O)N1CCCCC1
100	.	18	-0.4	COc1ccc(NC(=O)CN(C)C(=O)C(Sc2ccccc2)c2ccccc2)cc1 (stereo not given)
101	i	8	-1.3	COc1ccccc1C(OC(=O)c1ccco1)C(=O)NCc1ccc(F)cc1 (stereo not given)
102	i	33	0.1	CC(=O)CSc1nc2ccccc2s1

By substructure: those above with a nitro group on carbon.
#	KCNQ2 inh	OX1R FRET antag	STK33 kinase inh	canonical_smiles
19	i	21	3.9	Cc1nnc(SCc2c(Cl)cccc2[N+](=O)[O-])s1
54	i	56	-1.2	O=C(NCc1ccco1)C1CC(c2cccc([N+](=O)[O-])c2)=NO1 (stereo not given)
69	i	11	-2.2	CC(C)S(=O)(=O)c1csc(NC(=O)Nc2cccc([N+](=O)[O-])c2)c1Cl
79	i	39	0.3	NC(=O)CC(NC(=O)c1ccccc1)c1ccc(NCCc2ccc(Cl)cc2)c([N+](=O)[O-])c1 (stereo not given)
84	i	44	0.5	O=[N+]([O-])c1ccc2nc(SCc3cn4cccnc4n3)[nH]c2c1
